RXFP1 antag: qHTS Assay for Antagonists of the Relaxin Receptor RXFP1. Relaxin receptor 1 (Homo sapiens), Q9HBX9. HEK293-RXFP1, relaxin-stimulated cAMP HTRF, 30 min; stronger effect = lower value. activity change, negative = inhibition, % at 57.5 µM. 350,000 compounds, 0.59% hits. AID 1259400, 2018;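 active = activity change of -60% or lower, but not beyond a set lower limit; inconclusive = change between -60% and -40%, or beyond the set limit; inactive = change above -40%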; also: % is scaled to controls: 0 for no effect and ±100 for the full control effect
TRHR enhancer: qHTS for Small Molecule Agonists and Allosteric Enhancers of Human TRH Receptor: Primary Screen for Enhancers. 360,000 compounds, 0.66% hits. TRHR cells, fluo-8 calcium fluorescence, EC20 TRH enhancement. AID 493056, 2011. enhancement, % at 2 µM; in the data active = enhancement above about 30%; also: 0% is about no effect
Target sequence (P34981 whole entry, looked up): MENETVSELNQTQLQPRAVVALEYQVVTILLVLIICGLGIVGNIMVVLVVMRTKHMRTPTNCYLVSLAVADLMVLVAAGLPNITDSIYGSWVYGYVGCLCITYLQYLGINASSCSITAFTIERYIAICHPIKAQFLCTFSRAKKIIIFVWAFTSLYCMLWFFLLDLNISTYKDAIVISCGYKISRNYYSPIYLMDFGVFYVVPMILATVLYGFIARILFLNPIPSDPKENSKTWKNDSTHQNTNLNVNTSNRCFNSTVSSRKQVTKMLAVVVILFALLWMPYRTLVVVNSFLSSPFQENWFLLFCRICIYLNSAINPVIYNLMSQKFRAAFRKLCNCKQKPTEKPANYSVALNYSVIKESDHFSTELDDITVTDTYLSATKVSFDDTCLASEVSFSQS
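Enhancer read-out: after compound pinning and an initial kinetic agonist-mode read, an EC20 of TRH (10 nM final) was injected and fluo-8 calcium signal (Ex 480/Em 530) followed at 1 s/cycle for 100 cycles in TRHR-expressing cells.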
D2 ag: HTS Assay for Allosteric Agonists of the Human D2 Dopamine Receptor: Primary Screen for Agonists. activation, % at 2 µM. HEK293 T-REx D2 cells, calcium flux agonist mode. AID 485358, 2010. D(2) dopamine receptor (Homo sapiens), P14416. 340,000 compounds, 0.53% hits;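 active = activation over 3 SD above normal in the single-dose calcium agonist read, cut at about 30% in these data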; also: 0% is about no effect
Target sequence (P14416 whole entry, looked up): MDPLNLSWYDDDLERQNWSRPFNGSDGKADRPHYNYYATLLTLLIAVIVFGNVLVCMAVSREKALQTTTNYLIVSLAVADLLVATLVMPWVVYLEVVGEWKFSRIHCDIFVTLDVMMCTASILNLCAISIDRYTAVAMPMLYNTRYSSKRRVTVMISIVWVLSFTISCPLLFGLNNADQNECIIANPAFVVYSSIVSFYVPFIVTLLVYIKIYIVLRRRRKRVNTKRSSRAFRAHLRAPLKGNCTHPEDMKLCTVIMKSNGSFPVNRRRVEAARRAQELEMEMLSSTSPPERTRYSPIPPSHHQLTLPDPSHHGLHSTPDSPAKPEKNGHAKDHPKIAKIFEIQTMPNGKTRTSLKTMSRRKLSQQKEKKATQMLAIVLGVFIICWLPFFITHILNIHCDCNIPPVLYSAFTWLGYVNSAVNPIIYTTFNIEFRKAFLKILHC
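Tetracycline-induced HEK293 Trex cells with D2 receptor force-coupled to calcium signaling, plated overnight at 30 C and loaded with no-wash calcium dye. Calcium flux read kinetically for 180 s after compound addition; responses flag agonists.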
D1 ag: Allosteric Agonists of the Human D1 Dopamine Receptor: qHTS; 360,000 compounds, 1% hits; AID 504660, 2011; HEK293 T-REx D1 cells, calcium flux, agonist mode; activation, % at 2 µM; also: 0% is about no effect
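Agonism was scored from calcium flux recorded over 180 s (1 read/s) after pintool compound addition, following a 10-cycle baseline. Cells were inducible force-coupled HEK293 TREx D1, plated overnight at 30 C and loaded with no-wash calcium dye.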
TRHR ag: qHTS for Small Molecule Agonists and Allosteric Enhancers of Human TRH Receptor: Primary Screen for Agonists; TRHR cells, calcium flux fluo-8, FDSS agonist mode; activation, % at 2 µM; 360,000 compounds, 0.18% hits; AID 493084, 2011; also: 0% is about no effect
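TRHR-expressing cells loaded with fluo-8 calcium dye; 23 nL library compound pin-transferred, kinetic FDSS fluorescence (Ex 480/Em 530) recorded about 180 s for agonist-induced calcium release, before a 10 nM TRH EC20 addition for potentiator mode.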
D1 antagonist: Antagonist of Human D 1 Dopamine Receptor: qHTS. HEK293 TREx D1 cells, calcium flux, dopamine EC80; stronger effect = lower value. activity change, negative = inhibition, % at 10 µM. 360,000 compounds, 3.2% hits. AID 504652, 2011; in the data active = activity change below about -30%; also: % is scaled to controls: 0 for no effect and ±100 for the full control effect
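Tetracycline-induced HEK293 T-REx cells with force-coupled D1 receptor were loaded with a no-wash calcium dye. Compound was added after a 10 s baseline and read kinetically for 180 s; EC80 dopamine was then added and calcium flux followed another 180 s.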
D1 potentiator: Potentiators of Human D1 Dopamine Receptor: qHTS. HEK293 TREx D1 cells, calcium flux, dopamine EC20 potentiation. AID 504651, 2011. potentiation, % at 10 µM. 360,000 compounds, 0.036% hits. D(1A) dopamine receptor (Homo sapiens), P21728; in the data active = potentiation above about 30%; also: 0% is about no effect
D2 antagonist: HTS Assay for Allosteric Antagonists of the Human D2 Dopamine Receptor: Primary Screen for Antagonists | HEK293 TREx D2 cells, calcium flux, dopamine EC80 | 340,000 compounds, 2% hits | D(2) dopamine receptor (Homo sapiens), P14416 | AID 485344, 2010 | inhibition, % at 10 µM; in the data active = inhibition above about 30%; also: 0% is about no effect
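Read-out: kinetic calcium fluorescence (1 cycle/s) in inducible HEK293 T-REx D2 cells after an EC80 dopamine addition that followed 180 s compound preincubation. Loss of the dopamine response indicates antagonism.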
D2 PAM: HTS Assay for Positive Allosteric Modulators of the Human D2 Dopamine Receptor: Primary Screen for Potentiators. D(2) dopamine receptor (Homo sapiens), P14416. HEK293 T-REx D2, calcium flux, EC20 dopamine potentiation. potentiation, % at 10 µM. 340,000 compounds, 0.34% hits. AID 485347, 2010;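 active = potentiation over 3 SD above the plate norm, cut at about 30% in these data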; also: 0% is about no effect
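Cells plated with tetracycline inducer and held overnight at 30 C; calcium dye loaded 30–90 min at room temperature; baseline taken, compound added and read 180 s; EC20 dopamine then added and read 180 s.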
* marks the source's active call; other numbers are inactive results; ? = inconclusive; nt = no result given; & = joins results of further samples. Rule as the data show it, unless noted: active = activation above about 30%; inactive = the rest.

SMILES	RXFP1 antag	TRHR enhancer	D2 ag	D1 ag	TRHR ag	D1 antagonist	D1 potentiator	D2 antagonist	D2 PAM
COc1ccc(NC(=O)/C(N=Nc2cc(S(=O)(=O)Nc3ccc(OC)cc3)ccc2OC)=C(\C)O)cc1	-2	-4	1.8	4	0.1	-11	-8	9	-13
Cc1cccc(C)c1NC(=O)C1CCCN1S(=O)(=O)c1ccc(-c2ccc(=O)[nH]n2)s1 (stereo not drawn)	8	2	1.5	0	0.0	-5	-8	-4	2
CCC(=O)Nc1cccc(-c2nc3cc(C)ccc3o2)c1	nt	-1	nt	1	-0.3	-7	-6	nt	0
O=C(NC(=S)Nc1cccc2cc(O)ccc12)c1ccco1	7	1	0.2	1	-0.8	9	1	7	1
CC(Sc1ccc(Cl)cc1)C(=O)NCc1cccnc1 (stereo not drawn)	-9	23	0.3	-1	0.2	7	-1	-12	5
Cc1oc(-c2ccccc2)cc1C(N)=O	3	1	0.0	-3	-0.3	0	-8	-5	1
NC1=NC(=O)C2(COC(c3ccncc3)OC2)S1 (stereo not drawn)	-13	1	0.4	1	0.2	-2	-1	-8	-2
O=C(Nc1ccc(Cl)cn1)C1COc2ccccc2O1 (stereo not drawn)	-1	-4	-0.2	5	1.6	18	2	-4	-19
Cc1cc(C)c2cc(CN(CCN3CCCC3)C(=O)Nc3ccc(F)cc3)c(=O)[nH]c2c1	-38	14	0.1	4	-0.6	23	-5	3	-3
O=C(Nc1nc(-c2cccs2)c(-c2cccs2)s1)C1(c2ccccc2)CC1	nt	16	0.0	6	0.4	14	0	-7	-2
CS(=O)(=O)N1CCc2cc(C(=O)Nc3ccccc3)ccc21	7	1	-0.2	5	0.0	-5	-1	10	-10
CCOc1ccc(/C=N/NC(=O)c2cc(-c3cccn3C)n[nH]2)cc1	1	27	0.2	14	-0.5	-21	-4	-11	-12
C#CCSc1nnc(-c2ccc(OC)cc2)o1	5	22	0.2	0	0.5	5	1	-3	1
CN(C)Cc1cc(O)c(CN(C)C)cc1O	7	-1	4.7	6	2.3	8	-6	9	11
Cc1ccc(Cl)cc1N(C(=O)c1csnn1)C(C(=O)NC1CCCC1)c1ccco1 (stereo not drawn)	-17	-7	-0.2	4	0.3	1	-3	0	4
CCn1c(SCc2ccc(F)cc2)nnc1C1CCN(S(=O)(=O)c2ccc(OC)cc2)CC1	4	-5	0.5	1	-0.2	-5	-2	6	1
COc1ccc(NS(=O)(=O)c2ccc(NS(=O)(=O)c3cccs3)cc2)c(OC)c1	-14	3	0.3	0	-0.1	-6	1	-13	2
COc1ccc(NC(=O)CCC(=O)N(Cc2ccc(OC)c(OC)c2)c2nccs2)cc1	25	-5	1.9	1	-0.2	-4	-4	6	-3
O=C(O)c1cccc(NC(=O)c2cc3cc(Br)cc(Br)c3oc2=O)c1	3	3	0.6	1	-0.1	6	0	nt	2
CC(C)c1ccc(OCC(=O)NCc2ccco2)cc1	7	9	-0.7	2	-0.3	4	0	12	6
Cc1ccc(CSCC(=O)N2CCN(c3ccccc3)CC2)cc1	-6	0	1.4	6	0.7	-11	-5	7	-9
CCOC(=O)c1ccc(NC(=S)NCCc2ccc(F)cc2)cc1	-11	4	-0.7	12	1.9	-20	-1	-19	6
O=C1CN(C(=O)COC(=O)c2ccc(N3CCCCCC3)c([N+](=O)[O-])c2)c2ccccc2N1	0	-1	0.1	2	0.2	-11	10	-4	1
CCOc1ccc(CCNC(=O)C2CCN(c3nn4c(=O)cc(C)nc4s3)CC2)cc1OCC	-3	2	-0.2	0	-0.7	1	4	-3	-6
N#C/C(=C\c1ccco1)C(=O)Nc1cccc2ncccc12	-9	-4	0.0	6	2.4	1	-8	-3	-9

Not a retest: an excerpt of the list.
SMILES	RXFP1 antag	TRHR enhancer	D2 ag	D1 ag	TRHR ag	D1 antagonist	D1 potentiator	D2 antagonist	D2 PAM
CCOc1ccc(CCNC(=O)C2CCN(c3nn4c(=O)cc(C)nc4s3)CC2)cc1OCC	-3	2	-0.2	0	-0.7	1	4	-3	-6
N#C/C(=C\c1ccco1)C(=O)Nc1cccc2ncccc12	-9	-4	0.0	6	2.4	1	-8	-3	-9

(continued)
SMILES	RXFP1 antag	TRHR enhancer	D2 ag	D1 ag	TRHR ag	D1 antagonist	D1 potentiator	D2 antagonist	D2 PAM
O=S(=O)(NCc1ccccn1)c1ccc2ccccc2c1	-11	2	0.2	2	-0.3	-3	-8	7	-13
COC(=O)COc1ccc(S(=O)(=O)Nc2ccc3c(c2)OCCO3)cc1C	6	-6	nt	12	0.5	-19	3	nt	nt
Cc1ccc2nc(-c3ccccn3)[nH]c2c1	8	2	1.0	1	-0.1	-2	0	-3	1
CCOC(=O)c1ccc(S(=O)(=O)NNC(=O)COc2cccc(C)c2)cc1	-13	-2	0.6	-1	-1.1	7	-11	-9	-2
COc1ccccc1CSc1nc2n(n1)C(c1ccccc1)C(C(=O)Nc1ccc(C)cc1)=C(C)N2 (stereo not drawn)	4	11	0.5	0	1.5	-6	1	nt	-6
O=S(=O)(Nc1ccccc1N1CCCCC1)c1ccc(Cl)s1	1	-7	nt	5	0.5	0	-2	nt	nt
O=C(O)[C@@H]1CCCC[C@@H]1C(=O)N1CCc2ccccc2C1CN1C(=O)c2ccccc2C1=O (stereo partly drawn)	7	7	0.1	1	-0.4	2	-5	-4	15
O=C(CSc1nnc(-c2cccnc2)n1Cc1ccco1)N1CCc2ccccc21	4	4	nt	0	-0.5	22	-7	nt	nt
CCCCN1c2cc(C)c(O)cc2C(C(=O)OCC)C1C (stereo not drawn)	10	5	0.7	0	-0.4	-4	-13	16	5
Cc1ccc(-c2noc(CN(C(=O)C34CC5CC(CC(C5)C3)C4)C(C)C)n2)cc1	2	1	0.0	0	3.1	28	3	0	9
CCOC(=O)COc1ccc(C)cc1C(=O)c1ccn2nc(-c3ccc(Cl)cc3)cc2n1	nt	-1	1.3	0	-2.3	6	-3	nt	10
CC(C)Oc1ccc(CNC(=O)CCC(=O)N2CCSc3ccccc32)cc1	-7	-2	-0.1	4	-0.9	-5	-4	-22	-5
O=S(=O)(NC1CCC(NS(=O)(=O)c2c(F)cccc2F)CC1)c1ccc2c(c1)OCCO2 (stereo not drawn)	nt	8&-4	0.2	-1&3	0.7&1.6	4&-1	2&-6	-8	12
Cc1ccc(-c2nc(SCC(=O)NCC3CCCO3)c(-c3ccc(C)cc3)[nH]2)cc1 (stereo not drawn)	-10&-14	2&1	1.7&2.3	1&-2	-0.6&2.0	7&5	-2&-3	-4	-22&-21
COc1ccc(Cc2nnc(NC(=O)Cc3cccs3)s2)cc1	-22	11	1.2	-1	0.1	-14	4	-21	-1
Cc1ccc(C(=O)N2CCC(Cc3ccccc3)CC2)cc1[N+](=O)[O-]	-15	-8	-0.7	1	-0.5	-29	-5	-3	5
COc1ccc(N(C(C)=O)S(=O)(=O)c2cccs2)cc1	-2	1	-2.3	1	-0.7	-19	-3	-7	6
CN(C(=O)c1ccc2c(=O)n3c(nc2c1)CCCCC3)c1cccc(Cl)c1	-18	-10	nt	-3	-0.2	19	4	nt	nt
Cc1cc(C)nc(N(C#N)CC(=O)Nc2ccccc2)n1	-6	0	1.9	2	0.3	-6	1	4	-5
FC(F)(F)c1ccccc1-n1c(-c2ccco2)n[nH]c1=S	-17	-1	-1.0	3	-0.6	4	32*	24	2
O=S(=O)(c1ccccc1)N1CCN(c2nc(-c3ccc(F)cc3)nc3cc(Cl)ccc23)CC1	nt	-2	nt	0	0.0	2	14	nt	nt
O=C(c1ccco1)N(Cc1cc2ccccc2[nH]c1=O)C1CCCCC1	2	6	0.3	1	0.5	3	2	7	7
COC(=O)c1ccc(COc2ccc3c4c(c(=O)oc3c2)CCC4)o1	8	2	-0.5	6	0.1	-14	0	-14	1
CCCC(=O)N1CC(=O)Nc2ccc(C)cc2C1c1ccccc1 (stereo not drawn)	0	5	-2.2	5	-2.7	-2	-5	6	2
CN(c1ccccc1)S(=O)(=O)c1cccc(NS(=O)(=O)c2cccc(C(=O)O)c2)c1	2	12	1.5	4	0.3	-24	-2	-21	-4

Part of the list above in order of formula weight, high to low.
SMILES	RXFP1 antag	TRHR enhancer	D2 ag	D1 ag	TRHR ag	D1 antagonist	D1 potentiator	D2 antagonist	D2 PAM
O=C(O)[C@@H]1CCCC[C@@H]1C(=O)N1CCc2ccccc2C1CN1C(=O)c2ccccc2C1=O (stereo partly drawn)	7	7	0.1	1	-0.4	2	-5	-4	15
CCCC(=O)N1CC(=O)Nc2ccc(C)cc2C1c1ccccc1 (stereo not drawn)	0	5	-2.2	5	-2.7	-2	-5	6	2
FC(F)(F)c1ccccc1-n1c(-c2ccco2)n[nH]c1=S	-17	-1	-1.0	3	-0.6	4	32*	24	2

Other results.
SMILES	RXFP1 antag	TRHR enhancer	D2 ag	D1 ag	TRHR ag	D1 antagonist	D1 potentiator	D2 antagonist	D2 PAM
COc1ccc(CNC(=O)c2ccc(SC)cc2OC)cc1	nt	-1	-2.2	1	0.5	-2	1	2	3
O=C(Nc1ccccc1Cl)c1cc(S(=O)(=O)N2CCC3(CC2)OCCO3)ccc1F	-10&-3	-2	0.1	-1	-0.5	-6	-2	nt	-12
CC(Sc1n[nH]c(-c2cccs2)n1)C(=O)Nc1ccc(C(N)=O)cc1 (stereo not drawn)	6	-1	0.2	4	-0.2	10	nt	18	-5
COc1cc(CC(=O)NCc2ccco2)cc(OC)c1OC	-7	-6	-0.3	2	-0.2	5	-2	-16	-3
CCNCc1nc2cc(Cl)ccc2c(=O)[nH]1	-24	-3	0.2	0	0.3	-18	6	-12	2
CCOC(=O)C1(CCOC)CCN(Cc2nc(C(C)C)cs2)CC1	2	2	-1.6	8	1.1	-11	-6	33*	-3
CC(=O)Nc1ccc(OCc2nnc(-c3ccccc3)o2)cc1	-1	-4	0.7	11	0.2	-48*	-8	12	4
O=C(CSc1nc(-c2ccccc2)[nH]c1-c1ccccc1)Nc1ccc2c(c1)OCO2	?	-5	-0.8	3	-0.9	-30*	-5	nt	0
CCCCOc1ccc(C(=O)Nc2ccc(OCC(=O)N3CCOCC3)cc2)cc1	-13	17	0.6	5	-0.1	3	-7	3	9
Cc1nn(CC2CC2)c(=O)n1-c1cccc(Cl)c1	-10	1	nt	0	-0.5	-13	3	nt	nt
O=S(=O)(/C=C/c1ccccc1)Oc1ccccc1	2	-1	0.1	2	-0.7	10	-4	1	-8
Cc1cc(C)c(NC(=O)COC(=O)c2ccc([N+](=O)[O-])s2)c(C)c1	nt	3	0.6	1	-0.1	-5	0	-4	7

Screening data as filed in PubChem BioAssay.
